Screening results: PubChem BioAssay, Broad Institute
S100A4 MyoIIA: inhibitors of human S100A4 binding to myosin IIA peptide | S100A4/TAMRA-MyoIIA peptide fluorescence polarization | inhibition, % at 10.7 µM | 360,000 tested, 0.14% active;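 active means mean inhibition of at least 70% across replicates, with every replicate also reaching that level; inconclusive means mean inhibition reaches 70% but some replicates fall short; inactive means mean inhibition below 70%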
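Test system – S100A4 monomer (human) · Compound – single-point compound testing · Schedule – 5 min incubation before reading · Probe or stimulus – TAMRA-labelled myosin IIA heavy-chain peptide probe, 5 nM · Benchmarks – neutral control DMSO, positive control TFP · Medium – Calcium-containing HEPES buffer, pH 7.2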
PGC1a acetyl inh: PGC1a acetylation modulation, inhibitor mode; U2OS PGC1a acetylation, AlphaScreen anti-acetyl-lysine; with virally co-expressed GCN5 acetyltransferase; inhibition, % at 15.6 µM; 350,000 tested, 0.17% active; AID 651687;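 active means every replicate shows inhibition of at least 40%; inconclusive means mean inhibition at least 40% but some replicate below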;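 further: 0% = neutral control wells and 100% = positive control wells; some results beyond the cut were filed as inactive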
PglD inh: blocks C. jejuni PglD acetyltransferase activity; purified PglD enzyme, DTNB colorimetric CoA detection; inhibition, % at 12.5 µM; 360,000 tested, 0.098% active; AID 602405; in the data active means inhibition above about 16%, passing the limit was not always enough; inconclusive means no clear call, values can overlap the other calls; further: strong numbers were not always called active
EWS-Fli block: inhibitors of EWS/Fli oncoprotein transcriptional activity; A673 NR0B1-luciferase reporter, viability-normalised; inhibition, % at 12.6 µM; 350,000 tested, 0.67% active;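 active means mean inhibition of at least 50% after viability correction, with every replicate also passing that limit; inconclusive means mean reaches 50% but only one of two replicates passes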;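 further: firefly luciferase signal divided by Alamar Blue viability fluorescence both relative to DMSO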
LGR2 antag: Drosophila LGR2 receptor signaling inhibition. HEK293 LGR2, CRE-luciferase, bursicon-stimulated, 4 h. inhibition, % at 9.99 µM. 380,000 tested, 0.35% active;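 active means drop in luminescence signal, shown as inhibition above about 50% in the replicate tests, limit read from the data, passing the limit was not always enough; inconclusive means probably only some replicates passing the limit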;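 further: agonist challenge used bursicon conditioned medium at about half maximal strength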
ERAP1 inh: ERAP1 (human) enzyme inhibition | Q9NZ08 | recombinant ERAP1, Leu-AMC fluorescence, 60 min | inhibition, % at 10.7 µM | 340,000 tested, 0.15% active | AID 652197;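 active means mean replicate inhibition of at least 30%, or all replicates individually reaching that 30% level; inactive means mean below 30% and not every replicate reaching it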;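 further: 0% = neutral control wells and 100% = L-leucinethiol positive control wells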
Target sequence (Q9NZ08 whole entry, looked up): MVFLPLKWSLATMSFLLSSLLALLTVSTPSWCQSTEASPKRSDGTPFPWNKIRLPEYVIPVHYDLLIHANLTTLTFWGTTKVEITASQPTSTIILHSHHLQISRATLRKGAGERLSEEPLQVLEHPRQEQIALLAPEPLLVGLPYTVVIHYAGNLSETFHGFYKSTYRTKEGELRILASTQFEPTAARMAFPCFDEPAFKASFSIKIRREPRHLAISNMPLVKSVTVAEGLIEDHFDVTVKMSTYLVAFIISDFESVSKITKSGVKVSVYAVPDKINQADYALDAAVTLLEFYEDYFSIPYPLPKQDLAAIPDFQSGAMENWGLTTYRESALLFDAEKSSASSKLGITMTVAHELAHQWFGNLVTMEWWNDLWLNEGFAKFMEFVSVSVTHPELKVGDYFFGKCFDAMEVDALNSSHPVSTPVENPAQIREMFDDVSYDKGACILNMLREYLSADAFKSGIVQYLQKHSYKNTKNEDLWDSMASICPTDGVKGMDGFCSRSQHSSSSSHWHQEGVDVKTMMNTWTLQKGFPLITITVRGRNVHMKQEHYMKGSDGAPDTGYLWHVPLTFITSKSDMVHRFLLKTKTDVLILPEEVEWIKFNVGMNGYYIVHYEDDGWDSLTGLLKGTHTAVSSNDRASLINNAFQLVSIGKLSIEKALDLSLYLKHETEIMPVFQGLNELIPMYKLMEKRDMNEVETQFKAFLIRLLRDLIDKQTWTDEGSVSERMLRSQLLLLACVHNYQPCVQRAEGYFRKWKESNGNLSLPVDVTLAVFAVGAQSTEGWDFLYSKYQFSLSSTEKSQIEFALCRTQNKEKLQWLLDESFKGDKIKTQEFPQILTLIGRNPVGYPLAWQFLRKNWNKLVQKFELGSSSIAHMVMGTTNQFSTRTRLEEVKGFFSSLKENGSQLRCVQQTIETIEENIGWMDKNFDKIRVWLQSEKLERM
FN deposition inh: fibronectin deposition inhibition; AH1F fibroblasts, Alexa488-fibronectin deposition fluorescence, overnight; 350,000 tested, 0.086% active; inhibition, % at 12.6 µM;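 active means mean inhibition across replicates of 30% or more, regardless of how many single replicates reach that level; inconclusive means mean under 30% yet at least half of replicates reach 30%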;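 further: positive control wells lacked labelled fibronectin entirely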
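Material: AH1F fibroblast monolayer depositing Alexa488-labelled fibronectin into matrix / Amount: 10000 AH1F cells per well / Signal: fluorescence 485/525 nm / Medium: DMEM, 2% serum / Compound: single dose, pinned / Incubation: 1 h cell adhesion before compound, then overnight fibronectin incubation / Reagent: Alexa488-FN, 24 nM final / Read-out: inhibition of fibronectin deposition signal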
PAX8 reporter: lowers PAX8-driven luciferase in RMG-I cells; RMG-I TPO-luciferase reporter, SteadyGlo, 24 h; inhibition, % at 12.6 µM; 360,000 tested, 1.2% active;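 active means mean replicate inhibition at least 60% with every replicate also reaching 60%; inconclusive means only one of the two criteria is met; inactive means mean below 60% and not all replicates reaching 60%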;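 further: luciferase light reporting Pax8 driven TPO promoter activity; plate controls were median of neutral control wells for no effect and mitoxantrone controls for full effect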
An asterisk follows results filed as active; ? = inconclusive; · = no result given.

SMILES | S100A4 MyoIIA | PGC1a acetyl inh | PglD inh | EWS-Fli block | LGR2 antag | ERAP1 inh | FN deposition inh | PAX8 reporter
COc1ccc(NC(=O)CCn2ccnc2)c(OC)c1 | -4 | 4 | 7 | 7 | 9 | 0 | 6 | -11
CN(C)CC(=O)N1[C@H](C(=O)NC2CCC2)[C@@H](CO)[C@@H]2Cn3c(ccc(-c4ccc(F)cc4)c3=O)[C@@H]21 | 0 | · | -1 | -3 | -21 | 4 | · | ·
O=C(COc1cccc2cccnc12)N/N=C1\SCC(=O)N1CCc1ccccc1 | 4 | -4 | · | -7 | -9 | 3 | -2 | 2
CC(C)CN1C(=O)C(=Nc2cccnc2)c2ccccc21 | 29 | · | · | 8 | -1 | -1 | 15 | -1
CC(C)CC#Cc1ccc2c(c1)O[C@@H](CN(C)C(=O)NC1CCCC1)[C@@H](C)CN([C@H](C)CO)S2(=O)=O | 13 | -6 | 0 | 21 | -26 | 0 | 8 | ·
C[C@H]1CCCCO[C@H](CN(C)S(=O)(=O)c2cn(C)cn2)[C@@H](C)CN([C@@H](C)CO)C(=O)c2cc(N(C)C)ccc2O1 | · | -6 | · | -1 | 7 | · | -6 | -3
CC(C)(C)c1cc(N)n(-c2ccc(C(=O)O)cc2)n1 | 15 | 16 | · | -5 | -2 | 0 | 6 | 4
COc1ccccc1C(=O)N(C)c1nnc(-c2ccccc2)s1 | -1 | · | 1 | -94 | -8 | 4 | 2 | -30
O=C(/C=C/c1ccccc1)CC(=O)c1ccccc1O | -24 | · | · | -44 | -98 | -1 | -5 | -14
COc1ccc(C2c3[nH]c4ccccc4c3C[C@H]3C(=O)N(CCCO)CC(=O)N23)cc1OC (stereo partly specified) | -5 | 16 | 6 | -2 | 2 | -3 | 7 | 5
CC[C@]12c3[nH]c4ccccc4c3CCN1C(=O)C(CC(=O)NCCCN(C)C)C[C@@H]2C(=O)N1CCN(C(=O)C2CC2)CC1 (stereo partly specified) | -3 | · | -5 | -9 | · | 0 | -3 | -13
Cc1ccccc1-c1noc(C(C)NC(=O)c2ccco2)n1 (stereo unspecified) | 1 | · | 4 | 3 | 2 | 1 | 2 | -5
Cc1ccccc1NC(=S)N1CCN(Cc2ccccc2)CC1 | -1 | · | · | -3 | 1 | -2 | 5 | 4
CCc1ccc(C(=O)COC(=O)c2cc([N+](=O)[O-])ccc2N2CCOCC2)cc1 | -1 | · | 1 | ? | -3 | -1 | 6 | 37
O=C(NC1CCCCC1)C(c1ccc2ncccc2c1)N(Cc1ccc(F)cc1)C(=O)c1ccc2c(c1)OCCO2 (stereo unspecified) | -7 | -9 | -3 | 10 | 2 | 8 | · | ·
CCN(CC)CCNC(=O)c1sc2ncn(CC(=O)Nc3ccc(C)c(Cl)c3)c(=O)c2c1C | -2 | · | · | 0 | -10 | 1 | 13 | -7
O=C(CSc1nnc2ccccn12)NNC(=O)c1ccc(Br)cc1 | 6 | 2 | -6 | 12 | -12 | 0 | · | -3
COc1cc(SC)ccc1C(=O)Nc1cccc(C2OCCCO2)c1 | 1 | · | 3 | -48 | -101 | -2 | 0 | -157
C[C@@H]1CCCCO[C@H](CN(C)C(=O)Nc2ccc3c(c2)OCO3)[C@@H](C)CN([C@H](C)CO)C(=O)c2cc(NC(=O)c3ccncc3)ccc2O1 | -8 | 3 | -1 | -2 | -4 | -1 | -5 | ·
CC1(C)CC(=O)C2=C(C1)N(Cc1ccco1)C(=O)C2(NC(=O)C1CCCCC1)C(F)(F)F (stereo unspecified) | · | 13 | -3 | · | · | · | 5 | -7
COC(=O)[C@]1(Cc2ccccc2)NC=C(C(=O)c2ccc(F)cc2)[C@@H]1c1ccccc1 | -10 | · | · | 8 | 14 | 0 | 5 | 7
N#CCCN(CCC#N)S(=O)(=O)c1ccc(C(=O)Nc2nc(-c3ccccc3)c(C(=O)c3ccccc3)s2)cc1 | 9 | 5 | -9 | 3 | 2 | 0 | 0 | -27
COc1ccc(NC(=O)Nc2ccc3c(c2)C(=O)N([C@H](C)CO)C[C@H](C)[C@H](CN(C)S(=O)(=O)c2ccccc2)OCCCC[C@H](C)O3)cc1 | 2 | 6 | 0 | 7 | 1 | 4 | -6 | 19
CCSC1=N/C(=C/c2ccsc2)C(=O)N1c1ccccc1 | -49 | · | · | -13 | 5 | 2 | 1 | 13
CCC(=O)N1C[C@@H](O)COC[C@H]2O[C@H](CC(=O)NCc3cc(F)cc(F)c3)CC[C@@H]21 | · | 8 | 6 | 1 | 2 | · | -5 | -13
CC(=O)N(c1ccccc1)c1nc(/C=C/C(=O)Nc2c(C)cc(C)cc2C)cs1 | · | 5 | -4 | -5 | -1 | · | · | -13
C=CCn1c(=O)c(C(=O)NC2CC2)c(O)c2cc(OC)c(OC)cc21 | -5 | · | 2 | 7 | 14 | 3 | -1 | -5
Cc1cc(=O)oc2c3c(cc(OCC(=O)NC(C)C)c12)OC(C)(C)CC3 | 5 | -1 | 11 | -8 | -10 | -4 | -7 | -11
O=C(C[C@H]1C[C@H]2c3cc(NC(=O)c4ccc5c(c4)OCO5)ccc3O[C@H]2[C@H](CO)O1)NC1CCCCC1 | -4 | -7 | 0 | -11 | -1 | -4 | · | -8
O=C(COc1c(Cl)cccc1Cl)NN1C(=O)CSC1=S | -16 | 0 | 15 | 14 | 12 | 1 | -12 | -28
O=c1oc2cc(OCc3nn[nH]n3)ccc2c2c1CCCC2 | · | 7 | -3 | · | · | · | -1 | 1
Cc1noc(C)c1S(=O)(=O)Nc1ccc2c(c1)CC(=O)N([C@H](C)CO)C[C@@H](C)[C@H](CN(C)C(=O)NC1CCCCC1)O2 | -3 | 10 | 2 | -5 | 1 | 2 | · | ·
Cc1cc(NC(=O)CC(C)(C)C)nc2c1c(=O)oc1ccccc12 | 1 | 0 | -2 | -1 | 10 | -3 | · | ·
O=[N+]([O-])c1ccc(/C=C/C2=NN(c3ccccc3)C(c3ccco3)C2)o1 (stereo unspecified) | -73 | · | · | 10 | -30 | 0 | · | -1
COC(CNc1ncnc2sc(-c3ccccc3)cc12)OC | -14 | 1 | -3 | -4 | -9 | 2 | 0 | -11
O=C(COc1cccc(Br)c1)N/N=C/C(=O)c1ccccc1 | -3 | 17 | · | 7 | 18 | 0 | 7 | -15
Cc1ccc(C)c(CNS(=O)(=O)c2c(C)[nH]c(C)c2C(=O)N2CCCC2)c1 | -4 | -3 | 3 | -10 | 5 | 1 | 2 | -36
CSc1nc(=S)cc(C)[nH]1 | 3 | 6 | -1 | -11 | -8 | 6 | -4 | 18
Cc1ccccc1CN1CCC(n2nccc2NC(=O)c2cccnc2)CC1 | -6 | · | -4 | · | -16 | 2 | 8 | 2
CCn1nc(NS(=O)(=O)c2ccc(F)cc2)c2cc3cccc(C)c3nc21 | 0 | -8 | 3 | · | -10 | 9 | -3 | 4
O=C(Nc1ccccc1Cl)c1cc(C2CCCN(C(=O)c3ccccc3)C2)on1 (stereo unspecified) | -4 | 2 | -8 | -7 | -25 | 2 | · | 18
COc1ccc(CN(C)C[C@H]2Oc3ccc(NS(=O)(=O)c4ccc(Cl)cc4)cc3CC(=O)N([C@@H](C)CO)C[C@H]2C)cc1 | 9 | -5 | -1 | 8 | -1 | -1 | · | 4
NS(=O)(=O)c1ccc(N/N=C/c2cn(-c3ccccc3)nc2-c2cccs2)cc1 | · | -3 | -3 | · | -23 | · | 1 | -6
O=C(C[C@H]1CC[C@@H]2[C@H](COC[C@@H](O)CN2CC2CCCCC2)O1)NCC1CC1 | -1 | -2 | 7 | 7 | 1 | 0 | 2 | -2
CC(C)(Oc1ccc(Cl)cc1)C(=O)NC1CCN(Cc2ccccc2)CC1 | -14 | · | -2 | 15 | 6 | -3 | 4 | -5
CC1(C)CC(=O)N(CC(=O)NCc2ccccc2)c2ccccc2S1(=O)=O | -4 | 5 | -2 | -4 | -19 | 1 | 5 | 2
C[C@@H]1ON(C)[C@H]2C[C@H]3c4[nH]c5c(-c6ccc(Cl)cc6)cccc5c4CCN3C(=O)[C@@H]12 | -2 | · | · | 6 | -4 | -1 | -16 | 12
CC(C)N1CCc2c(sc(NC(=O)CCS(=O)(=O)c3ccccc3)c2C#N)C1 | -5 | 3 | -3 | -7 | 3 | 2 | 2 | 28
O=C(NCCCNc1ccc([N+](=O)[O-])cc1Cl)c1ccccc1F | 0 | -3 | · | 3 | -18 | 1 | -16 | -2
Cn1c(=O)c2c(ncn2CC(=O)OCC(=O)Nc2cccc(Cl)c2)n(C)c1=O | -5 | · | · | -3 | 12 | 3 | 4 | -30
N#Cc1cc2c(=O)n3ccccc3nc2n(Cc2ccco2)c1=NC(=O)c1ccco1 | -17 | · | · | 0 | -16 | -23 | -7 | 33
CC1CCC2(CC1)NC(=O)N(CC(=O)NCc1ccc3c(c1)OCO3)C2=O (stereo unspecified) | 0 | 0 | · | -2 | 5 | -4 | 6 | -16
CCn1c(Cl)c(C=O)s/c1=N\S(=O)(=O)c1ccccc1 | -27 | 78* | 0 | 14 | ? | 0 | 50* | 10
